Cav3 T inh: human Cav3.2 channel inhibition, primary screen | O95180 | Cav3.2-expressing cells, Fluo-4 calcium fluorescence FDSS; hits give low values | B-score at 10 µM | 100,000 tested, 4% active;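 active means single-dose well whose peak fluorescence ratio is a statistical outlier from its plate by either plate-standardised score or position-corrected B-score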
* marks the source's active call; other numbers are inactive results. Only part of the results is shown; rates above refer to the full screens.

SMILES	Cav3 T inh
Cn1c(SCC(=O)c2ccc3c(c2)OCO3)nnc1C1COc2ccccc2O1 (stereo not given)	-0.00978
Cc1csc(NC(=O)Nc2ccc(Cl)cc2)n1	-0.0558
O=C1CCC(=O)N1CNc1cccnc1	-0.283
COc1ccc(OC)c(-c2nnc(SCC(=O)N3CCOCC3)o2)c1	0.231
COc1ccc(NC(=O)C2c3cc(OC)c(OC)cc3C(=O)N(C)C2c2cccnc2)cc1OC (stereo not given)	-0.128
C=CC[n+]1c(-c2ccc(OCC)cc2)csc1NNC(=O)Nc1ccccc1	-1.99
Cc1nn(-c2ccccc2)c2sc(C(=O)N(CC(=O)NC3CCCC3)Cc3ccco3)cc12	-1.75
O=C(CCSc1nc(-c2ccc3c(c2)OCO3)cc(C(F)(F)F)n1)NCc1ccco1	-0.0816
Cc1nnc(NC(=O)CSc2nnc(CCc3nc4ccccc4[nH]3)n2C)s1	0.426
CCNC(=O)CC1C(=O)N(c2ccc(OC)cc2)C(=O)N1Cc1ccc(OC)cc1 (stereo not given)	0.431
CCOc1ccc(C(=O)NCC2CCCO2)cc1 (stereo not given)	0.683
O=C(CN1CCN(C(=O)c2ccccc2F)CC1)Nc1ccc(Br)cc1	0.295
CCOC(=O)c1c(N)sc2c(O)c(Br)ccc12	1.44
O=C1c2cccc3c([N+](=O)[O-])ccc(c23)C(=O)N1c1nccs1	1.27
CCOC(=O)CNc1c(-c2ccc(F)cc2)nc2cnccn12	-0.258
CNc1nc(-c2ccccc2)nnc1C(F)(F)F	-0.288
Cc1cc(Nc2nc3c(c(=O)n(C)c(=O)n3C)n2C)n(-c2ccc(Cl)cc2)n1	0.176
Cc1ccc(NC(=O)C2C3C=CC4(CN(Cc5cccnc5)C(=O)C24)O3)cc1 (stereo not given)	1.25
O=C(CSc1nc(-c2ccccc2)c(-c2ccccc2)[nH]1)NCCN1C(=O)CSC1=O	2.12
Cc1ccccc1Cn1c(CN2CCN(C(=O)c3ccco3)CC2)nc2c1c(=O)n(C)c(=O)n2C	1.72
CCCSc1nsc(SCCC)c1C(N)=O	-0.395
C=CCc1cc(C)ccc1OCC(O)CN1CCN(c2ccccc2)CC1 (stereo not given)	-4.62*
Cc1cc(C)n2nc(C(=O)NCCc3ccccc3)nc2n1	0.39
Cc1ccc(-c2nnc3n2N=C(c2ccccc2Br)CS3)cc1	-4.02*
COc1ccc(-c2cc(C(F)(F)F)nc(SCCC(=O)N3CCCC3)n2)cc1	-0.558

Overlap with the part before: 2 entries; new compounds follow.
SMILES	Cav3 T inh
Cc1ccc(-c2nnc3n2N=C(c2ccccc2Br)CS3)cc1	-4.02*
COc1ccc(-c2cc(C(F)(F)F)nc(SCCC(=O)N3CCCC3)n2)cc1	-0.558
CCn1c(SCC(=O)Nc2nc(C)cs2)nnc1-c1cccnc1	-0.00904
CC(CCc1ccccc1)NC(=O)c1cncc(Br)c1 (stereo not given)	-0.4
COc1cc(Nc2ccccn2)cc(C(=O)Nc2cccc(C(F)(F)F)c2)c1	-1.41
CCOC(=O)NC(Nc1nnc(C)s1)(C(=O)OCC)C(F)(F)F (stereo not given)	-0.215
COc1cc(C(=O)NCCC2=CCCCC2)cc(OC)c1OC	0.897
COc1ccc(C2(C(=O)N3CCOCC3)CCOCC2)cc1OC	0.255
CC(C)c1nnc(NC(=O)c2ccc(N3C(=O)CCC3=O)cc2)s1	-0.744
CC1Cc2ccccc2N1C(=O)CSc1nnc(-c2ccccc2)c(-c2ccccc2)n1 (stereo not given)	-3.4
CCOC(=O)c1cccc(NC(=O)C2CCCN(S(=O)(=O)c3c(C)n[nH]c3C)C2)c1 (stereo not given)	-0.0618
Cn1c(NC(=O)c2cccnc2)nc2ccccc21	-0.593
Cc1ccc(C(=O)COc2nc(C)cc(C)c2C#N)cc1	0.233
COc1cccc(C2CC(c3ccccc3Cl)n3nnnc3N2)c1 (stereo not given)	-0.199
CCOC(=O)N1CCN(C(=O)CNC(=O)Cc2ccc(Cl)cc2)CC1	0.121
COc1ccc(C(C#N)Nc2ccccc2C)cc1 (stereo not given)	0.175
Cn1cnnc1-c1cccc(NS(=O)(=O)c2ccc(N3CCCC3=O)cc2)c1	-0.334
CCc1ccc(/C=N/NC(=O)c2cc(-c3ccccc3OC)nc3ccccc23)s1	-1.44
N#CCCSc1ccccc1NC(=O)c1ccc(S(=O)(=O)N2CCCC2)cc1	-0.0704
CCOC(=O)C1C2C=CC3(CN(Cc4cccs4)C(=O)C13)O2 (stereo not given)	0.0566
CSCC[C@H](NC(=O)Nc1cccc(C(F)(F)F)c1)C(=O)O	0.148
COc1ccc([C@@H]2Sc3ccccc3N(CCN(C)C)C(=O)[C@@H]2OC(C)=O)cc1	-1.07
O=C1OC(Oc2ccccc2)(c2ccccc2)c2ccccc21 (stereo not given)	-2.53
O=[N+]([O-])c1cc(S(=O)(=O)Nc2cccc(C(F)(F)F)c2)ccc1-n1nnc2ccccc21	-5.59*
COC(=O)NCc1ccc(S(=O)(=O)N2CCOCC2)cc1	-0.0656
COC(=O)COc1ccc(S(=O)(=O)NC2CCCCCC2)cc1	0.00933
COC(=O)Nc1ccc(S(=O)(=O)Nc2ccc(O)cc2)cc1	0.403

Ordered by the number under Cav3 T inh (falling): 5 from the list above.
SMILES	Cav3 T inh
COc1cc(C(=O)NCCC2=CCCCC2)cc(OC)c1OC	0.897
COC(=O)COc1ccc(S(=O)(=O)NC2CCCCCC2)cc1	0.00933
N#CCCSc1ccccc1NC(=O)c1ccc(S(=O)(=O)N2CCCC2)cc1	-0.0704
Cn1cnnc1-c1cccc(NS(=O)(=O)c2ccc(N3CCCC3=O)cc2)c1	-0.334
CC(C)c1nnc(NC(=O)c2ccc(N3C(=O)CCC3=O)cc2)s1	-0.744

(further entries)
SMILES	Cav3 T inh
CCOCCOC(=O)CCSc1n[nH]c(=O)[nH]c1=O	-0.0598
COc1ccc(CCNC(=O)C2CC3Cn4c(nc5ccccc54)C3N2c2ccccc2)cc1 (stereo not given)	-0.0354
COc1ccc(OC)c2sc(NC(=O)C3CC3)nc12	-0.104
CCOP(=O)(c1ccccc1)C1(C#N)CCCC1 (stereo not given)	-1.17
CNC(=O)CN1C(=O)C2C3C=CC(C3)C2C1=O (stereo not given)	1.38
COc1ccc(-n2nnc3c(=O)n(CC(=O)OCc4ccccc4)cnc32)cc1	-0.0501
Cc1cc(Cl)ccc1Oc1cccc(C(=O)/C(C#N)=C/N(C)C)c1	-0.124
CCOC(=O)C1C(=O)C(C(=O)OCC)C(c2cccnc2)NC1c1cccnc1 (stereo not given)	0.173
COc1ccc(C2/C=C\CN(CC3CC3)CC(=O)N2Cc2ccc(F)cc2)cc1 (stereo not given)	0.608
COc1ccc(C(=O)NCc2ccccc2OC)cc1	0.221
CCCOc1ccc(N2C(=O)CC(N3CCC(C(=O)OCC)CC3)C2=O)cc1 (stereo not given)	0.36
COc1ccc(OCc2nc(N)nc(Nc3cccc(C)c3C)n2)cc1	0.835
Cc1cc(-c2cc(-c3ccc(Cl)cc3)on2)nc(NCC2CC2)n1	0.625
O=C1CC(c2ccccc2)n2nc(NC(=O)c3cccnc3)nc2N1 (stereo not given)	0.608
COc1ccc(S(=O)(=O)N(CCc2ccccc2)CC(=O)O)cc1OC	-0.806
Cc1ccc(S(=O)(=O)Nc2nc3ccccc3nc2NCc2ccco2)cc1	-2.47
CN(C)C=Nc1nonc1-c1ncn[nH]1	0.249
Cc1cccc(C(=O)Nc2ncc(CN3CCOCC3)s2)c1	0.172
CCOCCCNC(=O)C(c1ccc(C)cc1)N(Cc1ccc2c(c1)OCO2)C(=O)CNC(C)=O (stereo not given)	0.268
CC1Cc2ccccc2N1C(=O)c1cc2sccc2n1Cc1ccccc1 (stereo not given)	-4.05
O=C(OCCCC(=O)N1CCOCC1)c1ccccc1	0.513
O=C(Nc1ccccc1)O/N=C(\c1ccccc1)c1ccccn1	-0.347
COc1ccc(C(=O)COc2ccc(NC(C)=O)cc2)cc1	0.273
CC1=C(/C=C/C(C)=C/C=C/C(C)=C/C(=O)O)C(C)(C)CCC1	0.0275
O=C(NCCCNC(=O)NC1CCCCC1)NC1CCCCC1	1
Additional structures follow.
SMILES	Cav3 T inh
CC(=O)NC1CC2CCCC(C1)N2CC(=O)Nc1ccccc1 (stereo not given)	-0.426
CCCC(=O)c1cc(F)c(N2CCN(C(=O)OCC)CC2)cc1C	-0.871
N#Cc1ccc(N2CCCC2C(=O)O)c([N+](=O)[O-])c1 (stereo not given)	1.79
Cc1cc(N2CCN(c3ccc(F)cc3)CC2)nc2cc(O)ccc12	-0.338
CCOc1ccc(S(=O)(=O)N(CC(=O)O)c2ccccc2)cc1	1.02
O=C(/C=C/c1cccc(Cl)c1)Nc1ccncc1	0.525
COc1cccc(OCC(=O)Nc2ccccc2C(N)=O)c1	0.546
COc1ccc(NC(=O)c2c(F)c(F)c(F)c(F)c2F)cc1Cl	0.666
O=C(/C=C/c1ccc2c(c1)OCO2)NCCSCc1ccc(Cl)cc1Cl	-6.32*
COc1ccc(CCNC(=O)C(=O)NCc2ccccc2)cc1OC	-0.21
Cc1ccc(NCCNc2ccc(C)cc2)cc1	-0.494
Cc1cc(NC(=O)CC23CC4CC(C2)CC(CC(=O)Nc2cc(C)on2)(C4)C3)no1	0.0092
O=C(CCn1c(=O)oc2ccccc21)N1CCN(c2ccccc2Cl)CC1	-4.04*
Cc1nn(Cc2c(F)c(F)c(F)c(F)c2F)c(C)c1NC(=O)c1nn(C)cc1[N+](=O)[O-]	0.106
Cc1cccc(NC(=O)CSc2nnc(-c3ccncc3)n2C)c1	0.863
NNC(=O)COc1cccc2cccnc12	0.0704
CCCOc1ccc(N2C(=O)CC(N(CCc3ccc(S(N)(=O)=O)cc3)C(C)=O)C2=O)cc1 (stereo not given)	-0.148
C=C[C@@](C)(O)CC[C@@H]1[C@@]2(C)CCCC(C)(C)[C@@H]2CC[C@@]1(C)O	-2.23
C#CCNC(=O)/C=C/c1ccc(C)cc1	-0.667
COc1cc(-c2nc(-c3ccc(NC(=O)c4ccc5c(c4)OCO5)cc3)no2)cc(OC)c1OC	-0.0229
CC1=CS/C(=C(/C#N)C(=O)NCc2ccco2)N1c1ccccc1	0.175
Cc1cc(C)n2c(SCC(=O)Nc3cc(C)on3)nnc2n1	-0.773
CC(C)NS(=O)(=O)c1ccc(OCC(=O)Nc2ccc3c(c2)OCO3)c(Cl)c1	-1.15
O=C(NC(Cc1ccccc1)C(=O)N1CCN(c2ccccn2)CC1)c1ccco1 (stereo not given)	1.53
Nc1nc(COc2ccc3ccccc3c2)cs1	-1.06

Random excerpt: 2 compounds from above, in no set order.
SMILES	Cav3 T inh
O=C(/C=C/c1ccc2c(c1)OCO2)NCCSCc1ccc(Cl)cc1Cl	-6.32*
O=C(CCSc1nc(-c2ccc3c(c2)OCO3)cc(C(F)(F)F)n1)NCc1ccco1	-0.0816

Entries above that have a thiophene ring, fused or not (5):
SMILES	Cav3 T inh
Cc1nn(-c2ccccc2)c2sc(C(=O)N(CC(=O)NC3CCCC3)Cc3ccco3)cc12	-1.75
CCOC(=O)c1c(N)sc2c(O)c(Br)ccc12	1.44
CCc1ccc(/C=N/NC(=O)c2cc(-c3ccccc3OC)nc3ccccc23)s1	-1.44
CCOC(=O)C1C2C=CC3(CN(Cc4cccs4)C(=O)C13)O2 (stereo not given)	0.0566
CC1Cc2ccccc2N1C(=O)c1cc2sccc2n1Cc1ccccc1 (stereo not given)	-4.05

Next part
SMILES	Cav3 T inh
Cc1ccc(S(=O)(=O)NC(=O)Nc2nnc(C)s2)cc1	0.572
COc1ccc(S(=O)(=O)N2CCC(C(=O)Nc3nnc(CCN4CCCCC4)s3)CC2)cc1	0.735
CCN(CCO)Cc1csc2ccc(Br)cc12	0.242
COCCNS(=O)(=O)c1cccc2cccnc12	-0.0565
O=c1c2ccccc2nc(-c2ccc(Cl)cc2)n1C1CCS(=O)(=O)C1 (stereo not given)	-4.17*
Cn1c(C(C#N)/C(=N\S(=O)(=O)c2cccs2)c2ccccc2)nc2ccccc21 (stereo not given)	0.178
CCN(CC)S(=O)(=O)C1CCS(=O)(=O)C1 (stereo not given)	1.23
COc1cc(C(=O)NCCc2nc3ccccc3n2C)cc(OC)c1OC	0.59
O=C(NCc1ccc2c(c1)OCO2)c1cc2c(s1)CSC2	-0.455
O=C(O)c1cc2c(o1)CCC/C2=N\O	0.313
CCOC(=O)NCc1ccc(S(=O)(=O)Nc2ccccc2C)cc1	1.08
CC(O)CNc1nc2c(c(=O)n(C)c(=O)n2C)n1C/C=C/c1ccccc1 (stereo not given)	-0.0552
Cc1cccc(NC(=O)CSc2nc(N)c(NC(=O)c3cccs3)c(=O)[nH]2)c1	0.42
CC1CCc2nc(NC(=O)C3COc4ccccc4O3)sc2C1 (stereo not given)	-3.77
Cc1cc(C(=O)OCC(=O)NC2CCS(=O)(=O)C2)c(C)n1-c1ccccc1 (stereo not given)	-0.808
NC(=O)c1ccc(-n2nnnc2SCc2ccccc2)cc1	0.606
CCC(C)OC(=O)c1[nH]c2c(c1C)C(=O)CC(c1ccc(N(C)C)cc1)C2 (stereo not given)	-2.17
COC(=O)C1=C(CSc2nncn2C)NC(=O)NC1c1cc(C)ccc1C (stereo not given)	0.159
COc1ccc(-c2cc(C(F)(F)F)c(C#N)c(SCC(=O)Nc3ccc(C)cc3)n2)cc1	0.376
Cc1ccc(CNC(=O)CSc2c3c(nc4ccc(Cl)cc24)CCCC3)o1	-2.44
O=S(=O)(NCCc1cn2ccccc2n1)c1cccs1	0.00439
Cc1cc2oc(C(=O)N(Cc3ccco3)C3CCS(=O)(=O)C3)cc(=O)c2cc1Cl (stereo not given)	0.758
CCOc1ccc(/C(O)=C2/C(=O)C(=O)N(CCCn3ccnc3)C2c2cccs2)cc1Cl (stereo not given)	-0.0349
COc1ccc(OC)c(NC(=O)CN2CCN(C(=O)c3ccco3)CC2)c1	1.23
COc1ccc(OC)c(NC(=O)c2c(NC(=O)CNCc3ccco3)sc3c2CCC3)c1	2.06
C=CCn1c(SCn2nnc3ccccc3c2=O)nnc1-c1ccc(Cl)cc1	-1.02
O=C(N/N=C/c1cccnc1)c1ccc([N+](=O)[O-])cc1Cl	0.252
Clc1ccc(OCCCNCc2ccccc2)c(Br)c1	-0.0699

Screening results: PubChem BioAssay, Vanderbilt High Throughput Screening Facility
